Source: PubChem BioAssay
All columns: NCI-60 one-dose screen, growth in % after 48 h at 10 µM unless noted; 100 = growth as untreated, 0 = no growth, -100 = all killed.
PC-3 – PC-3 prostate cancer cells; hit rate 3.9% among 80,000; AID 1794754
SN12C – SN12C renal cancer cells. hit rate 3.8% among 81,000
A498 – A498 renal cancer cells; AID 1794774; hit rate 5.4% among 76,000
RXF 393 – RXF 393 renal cancer cells. hit rate 6.9% among 77,000. AID 1794773
CAKI-1 – CAKI-1 renal cancer. hit rate 4.7% among 75,000. AID 1794772
786-0 – 786-0 renal cancer cells | hit rate 5.1% among 81,000 | AID 1794775
ACHN – ACHN renal cancer; hit rate 4.9% among 81,000; AID 1794771
UO-31 – UO-31 renal cancer; hit rate 5.2% among 81,000; AID 1794768
TK-10 – TK-10 renal cancer cells. hit rate 3.9% among 81,000. AID 1794769
* marks the source's active call; other numbers are inactive results; / = no result given; & = joins results of further samples. Rule for the calls: active = growth percent below 10; inactive = the rest.

cpd | smiles | PC-3 | SN12C | A498 | RXF 393 | CAKI-1
1 | [O-][n+]1onc(-c2ccc(F)cc2)c1Nc1ccccc1Br | 74 | 73 | 99 | 105 | 83
2 | CCOC(=O)Cc1csc2ccccc12 | 88 | 100 | 108 | 114 | 116
3 | Cc1ccc(C)c(NCc2ccccc2)c1 | 70 | 98 | 79 | 89 | 78
4 | COc1ccc(C(=O)/C=C/c2cc3ccccc3[nH]c2=O)cc1 | 32 | 45 | 47 | 17 | 43
5 | CCCCCCCCCCCCOC1CCN(Cc2ccc(Cl)cc2)c2ccc(OC)cc21 (configuration not stated) | 88 | 99 | 123 | 121 | 89
6 | Cc1ccsc1[C@@H]1C[C@@H]2Cc3cc(F)ccc3N1O2 | 96 | 88 | 78 | 127 | 96
7 | CCOC(=O)C(C)(C)c1ccccc1 | 93 | 99 | 94 | 93 | 100
8 | COc1cc(/C=C/C(=O)N2CCCCCC2)cc(OC)c1OC | 94 | 97 | 90 | 107 | 86
9 | CN1C(=O)CSc2ccc3nsnc3c21 | 94 | 92 | 101 | 107 | 87
10 | O=C(N/N=C\c1ccc(-c2ccc(Br)cc2)o1)c1cc2oc(-c3cccc(C(F)(F)F)c3)cc2[nH]1 | 102 | 107 | 88 | / | /
11 | COc1ccc(/C=c2\c(=O)n(-c3ccccc3)c3nn4c(n23)=NNC(=O)C=C4c2ccc(Cl)cc2)cc1 | 103 | 98 | 99 | 117 | 80
12 | O=S(=O)(CS(=O)(=O)c1ccccc1Br)c1ccccc1Br | 99 | 105 | 79 | 99 | 112

cpd | 786-0 | ACHN | UO-31 | TK-10
1 | 100 | 80 | 64 | 121
2 | 114 | / | 65 | 111
3 | 94 | 94 | 54 | 128
4 | 34 | 58 | 25 | 25
5 | 94 | 99 | 73 | 114
6 | 107 | 95 | 104 | 99
7 | 94 | 102 | 88 | 106
8 | 105 | 105 | 77 | 107
9 | 97 | 88 | 83 | 102
10 | / | 95 | 122 | 127
11 | 105 | 102 | 78 | 115
12 | 104 | 113 | 90 | 120

The list continues:
cpd | smiles | PC-3 | SN12C | A498 | RXF 393 | CAKI-1
13 | O=C(Nc1cccc(C(F)(F)F)c1)N1CCN(c2cc(-c3cn(-c4ccccc4)nc3-c3cccc(O)c3)ccn2)CC1 | 28 | 49 | 49 | 47 | 52
14 | COc1ccc(C(=O)C/C(=C\c2ccc(O)c(OC)c2)C(=O)NN)cc1 | 67 | 89 | 105 | 107 | 78
15 | COc1ccc(/C(C)=N/NC(=O)CSc2nc3ccccc3c(=O)n2CCc2ccc(S(N)(=O)=O)cc2)cc1 | -13* | 28 | 5.1* | 30 | 29
16 | O=C(O)c1ccccc1Nc1ccccc1 | 98 | 101 | 97 | 105 | 105
17 | Cc1ccc(S(=O)(=O)NCCCNc2nccc(-c3c(-c4cccc([N+](=O)[O-])c4)nc4sccn34)n2)cc1 | 20 | 44 | 56 | 71 | 37
18 | CN(c1ccccc1)S(=O)(=O)c1ccc(Cl)cc1 | 99 | 102 | 99 | 104 | 97
19 | CCCCCCOC(=O)NC1c2ccccc2Oc2ccccc21 | 91 | / | 79 | 102 | 93
20 | C=CCN1CCN(/C(=N/c2sc(-c3ccccc3)nc2-c2ccccc2)c2ccccc2)CC1 | 81 | 90 | 118 | 107 | 81
21 | Cc1cc(C2(c3cc(C)c(O)c(CN(CC(=O)O)CC(=O)O)c3)OC(=O)c3ccccc32)cc(CN(CC(=O)O)CC(=O)O)c1O | 99 | 102 | 87 | 113 | 91
22 | CC(C)c1ccc(O)c(Cc2cc(C(C)C)ccc2O)c1 | 88 | 79 | 85 | 100 | 87
23 | COc1ccc(Nc2csc(Nc3cnccn3)n2)cc1 | 98 | 95 | / | 107 | 88
24 | CC(C)Sc1ncnc2nc[nH]c12 | 92 | 97 | 59 | 93 | 101

cpd | 786-0 | ACHN | UO-31 | TK-10
13 | 55 | 39 | 25 | 63
14 | 112 | 85 | 68 | 111
15 | -68* | 35 | 32 | -40*
16 | 97 | 119 | 95 | 95
17 | 71 | 38 | 16 | 106
18 | 92 | 110 | 84 | 97
19 | 88 | 101 | 65 | 92
20 | 97 | 96 | 79 | 109
21 | 100 | 104 | 76 | 99
22 | 96 | 87 | 76 | 96
23 | 108 | 104 | 77 | 120
24 | 101 | 100 | 96 | 116

Structures above that have fluorine:
cpd | smiles | PC-3 | SN12C | A498 | RXF 393 | CAKI-1
1 | [O-][n+]1onc(-c2ccc(F)cc2)c1Nc1ccccc1Br | 74 | 73 | 99 | 105 | 83
6 | Cc1ccsc1[C@@H]1C[C@@H]2Cc3cc(F)ccc3N1O2 | 96 | 88 | 78 | 127 | 96
10 | O=C(N/N=C\c1ccc(-c2ccc(Br)cc2)o1)c1cc2oc(-c3cccc(C(F)(F)F)c3)cc2[nH]1 | 102 | 107 | 88 | / | /
13 | O=C(Nc1cccc(C(F)(F)F)c1)N1CCN(c2cc(-c3cn(-c4ccccc4)nc3-c3cccc(O)c3)ccn2)CC1 | 28 | 49 | 49 | 47 | 52

cpd | 786-0 | ACHN | UO-31 | TK-10
1 | 100 | 80 | 64 | 121
6 | 107 | 95 | 104 | 99
10 | / | 95 | 122 | 127
13 | 55 | 39 | 25 | 63

Next results:
cpd | smiles | PC-3 | SN12C | A498 | RXF 393 | CAKI-1
25 | CCC(C)C(NC(=O)CCN1C(=O)/C(=C/C(C)=C/c2ccccc2)SC1=S)C(=O)O (configuration not stated) | 103 | 112 | 122 | 113 | 107
26 | CCOC(=O)c1ccc(Nc2nc(-c3ccc(NC(C)=O)cc3)cs2)cc1O | 61 | 82 | 77 | 90 | 67
27 | O=S(=O)(O)c1ccc2ccc(S(=O)(=O)O)cc2c1 | 98 | 109 | 76 | 106 | 87
28 | Cn1cc2c(c1-c1ccccc1)CCc1cncnc1-2 | / | 98 | 108 | 116 | 99
29 | O=C(N/N=C/c1ccccc1)c1ccc(NC(=O)c2ccccn2)cc1 | 103 | 106 | 112 | 125 | 100
30 | O=C1N/C(=N/N=C(c2ccccc2)c2ccccc2)S/C1=C\c1ccccc1 | 80 | 96 | 72 | 108 | 81
31 | CN(C)CCCC1(c2ccc(F)cc2)OCc2cc(-c3csc4ccccc34)ccc21 (configuration not stated) | 30 | 40 | 90 | 4.0* | 4.7*
32 | COc1ccc(OC)c(/C(C)=N/NC(=O)CSc2nc3ccccc3c(=O)n2Cc2ccc(S(N)(=O)=O)cc2)c1 | 98 | 95 | / | 96 | 92
33 | O=C(O)c1ccc(Nc2ccnc(SCC(=O)c3ccc(C(F)(F)F)cc3)n2)cc1 | 88 | 93 | 61 | / | 81
34 | Cn1c(=O)c2c(nc(NC3=NS(=O)(=O)c4ccccc43)n2CC(=O)N2CCc3ccccc32)n(C)c1=O | 104 | 97 | 59 | 93 | 93
35 | CCOC(=O)c1ccccc1-c1c2ccc(=[N+](C)C)cc-2oc2cc(N(C)C)ccc12 | 5.3* | 7.3* | 0.6* | 18 | -27*
36 | COC(=O)C[C@](O)(CCCC(C)(C)O)C(=O)O[C@H]1C(OC)=C[C@@]23CCC(=O)N2CCc2cc4c(cc2[C@@H]13)OCO4 | 90 | 115 | 77 | / | 94

cpd | 786-0 | ACHN | UO-31 | TK-10
25 | 104 | 104 | 89 | 110
26 | 86 | 67 | 63 | 82
27 | 102 | 107 | 87 | /
28 | 99 | 105 | 91 | 127
29 | 88 | 100 | 90 | 80
30 | 99 | 93 | 80 | 98
31 | 53 | 0.4* | 2.3* | 62
32 | 105 | 102 | 81 | 114
33 | 97 | 102 | 68 | 125
34 | 97 | 102 | 76 | 108
35 | 21 | 6.4* | 52 | 32
36 | 98 | 101 | 65 | 101

New compounds follow
cpd | smiles | PC-3 | SN12C | A498 | RXF 393 | CAKI-1
37 | COc1ccc(N2COC(=O)c3ccccc32)cc1OC | 94 | 101 | 115 | 111 | 105
38 | O=C1CC2(CCCCC2)CC(=O)N1CCc1ccccc1 | 100 | 102 | 93 | 113 | 101
39 | COc1cc(OC)c(NC(=O)n2ncc3cc(Nc4ncnc5ccccc45)ccc32)cc1Cl | 97 | 96 | 54 | 88 | 54
40 | CC(=O)O[C@@H]1CCN2C(=O)Nc3cc(C(F)(F)F)ccc3[C@@H]2C1 | 95 | 99 | 109 | 111 | 95
41 | O=S(=O)(OCCOS(=O)(=O)c1ccc(Cl)cc1)c1ccc(Cl)cc1 | 78 | 85 | 91 | 98 | 64
42 | Clc1cccc(Nc2ncnc3ccc(-c4cnc5[nH]ncc5c4)cc23)c1 | 85 | / | 72 | 81 | 43
43 | Cn1cc(-c2nnc(-c3cn(C)c4ncc(Br)cc34)o2)c2ccccc21 | 77 | 88 | 86 | 71 | 45
44 | O=c1c2ccccc2nc(CN2CCCCC2)n1/N=C/c1ccc(Cl)cc1 | 86 | 92 | 79 | 110 | 98
45 | COc1cc2c(c(OC)c1OC)CCc1cnoc1-2 | / | 106 | 100 | 121 | 105
46 | COc1ccc(C/C(C)=C(\c2ccc(O)cc2)c2ccc(OCCN3CCCCCC3)cc2)cc1 | 89 | 88 | / | 96 | 100
47 | Cc1cc(=O)n2c(C(=O)NN)nn(-c3ccc(S(N)(=O)=O)cc3)c2n1 | 99 | 100 | 128 | 109 | 100
48 | NC(N)=NN=c1c(=O)c2ccccc2c1=O | 78 | 16 | 78 | / | 104

cpd | 786-0 | ACHN | UO-31 | TK-10
37 | 87 | 92 | 96 | /
38 | 94 | 114 | 95 | 113
39 | 73 | 55 | 64 | 31
40 | 101 | 95 | 85 | 98
41 | 94 | 43 | 76 | 96
42 | 93 | 39 | 52 | 56
43 | 105 | 81 | 61 | 114
44 | 101 | 96 | 77 | 103
45 | 155 | 95 | 95 | 111
46 | 90 | 100 | 82 | 98
47 | 100 | 104 | 90 | 95
48 | 108 | 78 | 65 | 110

Molecules shown so far that contain a thiophene ring, fused or not, in the order listed:
cpd | smiles | PC-3 | SN12C | A498 | RXF 393 | CAKI-1
2 | CCOC(=O)Cc1csc2ccccc12 | 88 | 100 | 108 | 114 | 116
6 | Cc1ccsc1[C@@H]1C[C@@H]2Cc3cc(F)ccc3N1O2 | 96 | 88 | 78 | 127 | 96
31 | CN(C)CCCC1(c2ccc(F)cc2)OCc2cc(-c3csc4ccccc34)ccc21 (configuration not stated) | 30 | 40 | 90 | 4.0* | 4.7*

cpd | 786-0 | ACHN | UO-31 | TK-10
2 | 114 | / | 65 | 111
6 | 107 | 95 | 104 | 99
31 | 53 | 0.4* | 2.3* | 62

Following part:
cpd | smiles | PC-3 | SN12C | A498 | RXF 393 | CAKI-1
49 | COc1ccc2cn3c4ccc(O)cc4[nH]c(=O)c3c2c1 | / | 52 | 25 | 2.5* | 17
50 | COc1cc(Cn2c(SCC(=O)Nc3cc(OC)c(OC)c(OC)c3)nc3ccccc3c2=O)cc(OC)c1OC | 88 | 82 | 62 | 62 | 95
51 | CC(C)=CC(C)(C)C=O | 98 | 95 | 96 | 82 | 87
52 | COc1ccc(-c2c(NC(C)=O)noc2-c2cc(OC)c3c(c2)OCCO3)cc1 | 101 | 105 | 93 | 105 | 102
53 | N#C/C(=C\c1cccs1)c1nc(-c2ccc(Cl)cc2)cs1 | 103 | 94 | 79 | 127 | 109
54 | O=C(O)CCSC1(SCCC(=O)O)CCCCC1 | 85 | 99 | 95 | 116 | 92
55 | CCN(CC)c1nc(NNC(=O)c2ccccc2)nc(N(CC)CC)n1 | 127 | 95 | 116 | 108 | 88
56 | Cc1[nH]c(/C=C/C(=O)c2ccc(C(F)(F)F)c(F)c2)c(C)c1C(=O)NCC(=O)NCC(F)(F)F | 81&89 | 93&92 | 89 | 83&88 | 85&92
57 | C=C1CC/C=C(\C)C(=O)C[C@@H]2[C@@H]1CC2(C)C | 93 | 114 | 85 | 55 | /
58 | c1ccc(CNc2ncnc3c2sc2ncccc23)cc1 | 91 | 98 | 64 | 103 | 97

cpd | 786-0 | ACHN | UO-31 | TK-10
49 | 24 | 28 | 24 | -2.5*
50 | 74 | 33 | 80 | 68
51 | 74 | 101 | 97 | 120
52 | 99 | 103 | 86 | 95
53 | 106 | 117 | 111 | 120
54 | 93 | 98 | 80 | 94
55 | 94 | 102 | 98 | 112
56 | 98&101 | 99&100 | 71&76 | 123&120
57 | 104 | 102 | 88 | 123
58 | 115 | 95 | 80 | 117

Quoted at random: 3 entries already listed.
cpd | smiles | PC-3 | SN12C | A498 | RXF 393 | CAKI-1
53 | N#C/C(=C\c1cccs1)c1nc(-c2ccc(Cl)cc2)cs1 | 103 | 94 | 79 | 127 | 109
52 | COc1ccc(-c2c(NC(C)=O)noc2-c2cc(OC)c3c(c2)OCCO3)cc1 | 101 | 105 | 93 | 105 | 102
57 | C=C1CC/C=C(\C)C(=O)C[C@@H]2[C@@H]1CC2(C)C | 93 | 114 | 85 | 55 | /

cpd | 786-0 | ACHN | UO-31 | TK-10
53 | 106 | 117 | 111 | 120
52 | 99 | 103 | 86 | 95
57 | 104 | 102 | 88 | 123
